FUS suppressor: qHTS for Suppressors of FUS Proteinopathy: Primary screen using FUS-linked yeast assay | S. cerevisiae FUS-expressing, growth rescue, OD600, 24 h | Potency, µM (top dose mostly 76.6 µM), inactives show at the top dose growth rescue (activation), most hits filed as activators | AID 1347120, 2019 | hit rate 0.24% among 390,000;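 note: potency is the fitted concentration of half-maximal effect; plate controls were DMSO vehicle for no effect and reference control for full effect; nearly all actives have a fitted effect of over 55% in size; some results filed as inactive show a strong effect at the top dose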
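Steps: raffinose overnight preculture; dilution to OD 0.005 in 2% galactose minimal medium; compound addition (concentration series); 24hr at 30C, 99% humidity; absorbance read at 600 nm.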
TDP43 rescue: qHTS of TDP-43 Inhibitors; TDP-43 expressing yeast growth rescue, BacTiter-Glo, 24 h; AID 652104, 2013; hit rate 1.8% among 410,000; Potency, µM (top dose mostly 46.1 µM), without a hit: top-dose growth rescue (activation), most hits filed as activators; note: potency is the fitted concentration of half-maximal effect; % of control where 0% means no effect; nearly all actives have a fitted effect of over 50% in size
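Yeast cells expressing TDP-43 under galactose induction are exposed to compounds for 24 hr at 30 deg C. BacTiter-Glo luminescence measures growth, so protective compounds score as activators.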
GLP1R inv ag: qHTS of GLP-1 Receptor Inverse Agonists (Inhibition Mode) | Glucagon-like peptide 1 receptor (Homo sapiens), P43220 | HEK293 GLP-1R CRE-luciferase, luminescence, 24 h; GLP-1R form is constitutively active | Potency, µM (doses to about 38.3 µM), without a hit: at the highest dose activity change, negative = inhibition, hits mostly inhibitors | hit rate 1.6% among 410,000 | AID 624417, 2012; note: potency is the fitted concentration of half-maximal effect; % is set by controls: 0 for no effect and ±100 for the full control effect; nearly all actives have a fitted effect of over 55% in size
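Cells are plated, allowed 12 hours at 37 deg C, then treated with compounds for 24 hr before luciferase detection reagent is added and luminescence is read after 12 min at room temperature. The HEK293 line carries constitutively active GLP-1R with a cAMP-responsive reporter.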
aSyn rescue: qHTS of alpha-syn Inhibitors; Yeast expressing alpha-synuclein, growth rescue, BacTiter-Glo, 24 h; Potency, µM (doses to about 46.1 µM), for the others: at the top dose growth rescue (activation), actives largely listed as activators; hit rate 0.14% among 370,000; AID 652106, 2013; note: potency is the fitted concentration of half-maximal effect; % of control where 0% means no effect; nearly all actives have a fitted effect of over 65% in size
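Rescue of yeast growth: cells expressing toxic alpha-synuclein, induced in galactose at OD600 0.02, incubated with compound 24 h at 30 C. ATP luminescence quantified growth; inhibitors of toxicity appear as activators.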
GLP-1R agonist: qHTS of GLP-1 Receptor Agonists; Glucagon-like peptide 1 receptor (Homo sapiens), P43220; HEK293 GLP-1R CRE-luciferase, luminescence, 4-6 h; cells express a hypersensitive GLP-1R form; Potency, µM (doses to about 45.6 µM), inactives show at the highest dose activation, actives largely listed as activators; hit rate 0.007% among 380,000; AID 624172, 2012; note: potency is the fitted concentration of half-maximal effect; % of control where 0% means no effect
Akt phos inh: HTS Assay for Inhibitors of Akt Phophorylation: Primary Screen | Neuro2A IGF-stimulated pAkt S473 HTRF, 20 min; active compounds read low | hit rate 0.32% among 360,000 | activity change, % for hits at 50 µM; in the data active = activity change below about -80%; inconclusive = mostly about -51% to -80%; note: % is set by controls: 0 for no effect and ±100 for the full control effect
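Neuro2A cells in DMEM with 0.5% FBS, overnight at 37 deg C, given compound at single 50 µM final, then IGF (6 nM final) for 20 min at 37 deg C. Lysed; phospho-Akt Ser473 by HTRF after 24 h, 665/615 ratio.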
Abeta rescue: qHTS for compounds that reverse cellular toxicity of Amyloid beta (A-beta) peptide in yeast: Primary Screen; yeast expressing A-beta42, growth rescue, OD600, 48 h; response scale: 0% DMSO, 100% iron-clioquinol control; Potency, µM (titrated, usually from 46.1 µM), inactives show at the top dose growth rescue, most hits filed as activators; hit rate 0.063% among 410,000; AID 1347071, 2019; note: potency is the fitted concentration of half-maximal effect; nearly all actives have a fitted effect of over 55% in size
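Growth rescue measured by 600 nm absorbance after 48 h yeast culture at 30 C with compound. Values normalized between DMSO and an equimolar ferric chloride plus clioquinol control.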
D3 antag: qHTS of D3 Dopamine Receptor Antagonist: qHTS; D(3) dopamine receptor (Homo sapiens), P35462; D3R cells, DiscoveRx beta-arrestin luminescence, antagonist mode; active compounds read low; max response, negative = inhibition, %; hit rate 2.5% among 360,000; AID 652054, 2013; in the data active = max response below about -50%; inconclusive = no clear call, values can overlap the other calls; note: % is set by controls: 0 for no effect and ±100 for the full control effect; mostly tested at two doses, the higher about 12 µM
Target sequence (P35462 whole entry, looked up): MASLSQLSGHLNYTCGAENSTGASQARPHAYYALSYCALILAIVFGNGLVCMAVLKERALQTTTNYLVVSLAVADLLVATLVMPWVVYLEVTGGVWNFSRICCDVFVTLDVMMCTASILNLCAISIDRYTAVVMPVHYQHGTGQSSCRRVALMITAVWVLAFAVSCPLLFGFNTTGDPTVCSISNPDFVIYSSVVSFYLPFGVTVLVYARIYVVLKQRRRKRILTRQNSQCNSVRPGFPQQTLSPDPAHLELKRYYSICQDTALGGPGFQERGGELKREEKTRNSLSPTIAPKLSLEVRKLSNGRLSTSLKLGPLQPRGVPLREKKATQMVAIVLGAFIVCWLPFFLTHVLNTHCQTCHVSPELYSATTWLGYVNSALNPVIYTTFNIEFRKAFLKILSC
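Cells plated overnight at 1500 cells/well, then exposed to library compounds with dopamine controls for 90 minutes at 37 degrees C. DiscoveRx reagent added for 30–60 minutes at room temperature; luminescence read, quantitative HTS format.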
PTHR1 ag: qHTS for PTHR1 Agonists: Primary Screen; Parathyroid hormone/parathyroid hormone-related peptide receptor (Homo sapiens), Q03431; HEK293 GP2 PTHR1 cells, GloSensor cAMP luminescence, 1 h; Potency, µM (doses to about 115 µM), inactives show top-dose activation, most hits filed as activators; hit rate 0.075% among 410,000; note: potency is the fitted concentration of half-maximal effect; nearly all actives have a fitted effect of over 55% in size; some results filed as inactive show a strong effect at the top dose; inactives centre near -15; many of its hits are not listed in these tables
Target sequence (Q03431 whole entry, looked up): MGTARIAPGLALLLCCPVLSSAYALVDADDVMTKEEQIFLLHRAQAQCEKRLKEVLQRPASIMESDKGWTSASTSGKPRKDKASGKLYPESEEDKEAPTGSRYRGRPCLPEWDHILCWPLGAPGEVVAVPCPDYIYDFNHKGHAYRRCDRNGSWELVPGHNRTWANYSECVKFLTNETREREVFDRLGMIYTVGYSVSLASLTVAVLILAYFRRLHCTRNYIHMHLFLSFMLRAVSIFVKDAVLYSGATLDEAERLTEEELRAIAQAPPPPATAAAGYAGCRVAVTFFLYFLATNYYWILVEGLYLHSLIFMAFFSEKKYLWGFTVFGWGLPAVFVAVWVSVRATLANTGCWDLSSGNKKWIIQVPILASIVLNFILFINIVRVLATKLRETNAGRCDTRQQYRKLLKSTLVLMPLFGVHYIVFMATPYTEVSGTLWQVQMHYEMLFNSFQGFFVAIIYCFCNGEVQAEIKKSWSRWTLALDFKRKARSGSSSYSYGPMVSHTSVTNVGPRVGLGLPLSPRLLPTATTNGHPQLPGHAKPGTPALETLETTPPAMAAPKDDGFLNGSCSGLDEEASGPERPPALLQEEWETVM
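HEK-293-derived GP2 cells expressing PTHR1 and a GloSensor cAMP reporter, 3,000/well, plated overnight, given luciferin plus IBMX (each 0.5 mM as added) for 1 h at 37 °C, then compound for 1 h at 37 °C. Luminescence was read after 15 min at room temperature.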
Starred values were filed as active, the others as inactive; i = inactive; ? = inconclusive; . = no result given; & = joins results of further samples; [ ] = remark or other dose. Unless noted, calls come from the whole dose curve; as a rule, active = well fitted curve in the direction sought with a large enough effect; inconclusive = small, poorly fitted or top-dose-only effect, or another doubt; inactive = no such curve, though single readings can be large; an effect the other way counts as inactive or inconclusive. An excerpt; count on the stated rates, not on these rows.

Preview, 7 compounds:
smiles	FUS suppressor	TDP43 rescue	GLP1R inv ag	aSyn rescue	GLP-1R agonist	Akt phos inh	Abeta rescue	D3 antag	PTHR1 ag
CCN1C(=O)[C@H]2[C@@H](c3ccc(-c4cccc(Cl)c4)c(OC)c3)N[C@@](CC(C)C)(C(=O)OC)[C@H]2C1=O	?	5%	7.9µM*	3%	-6%	i	-6%	?	-1%
O=C(CN1CCN(Cc2ccccc2F)C1=O)NC1CCCC1	-5%	3%	-12%	-2%	-5%	i	9%	-13	19%
COc1ccc(OC)c(C2c3c(oc4ccc(C)cc4c3=O)C(=O)N2CCCN(C)C)c1 (configuration not stated)	13%	18%	8%	.	.	.	-3%	.	10%
Cc1nc2ccc(N=NC3=C(O)CCCC3=O)cc2s1	12%	-8%	21%	0%	-6%	i	-4%	0	-8%[57.5 µM]
Cc1ccc2cc(CNC(C)(C)C)c(=O)[nH]c2c1	-8%	-9%	3%	-10%	8%	.	-5%	8	i
CCOc1ccc(C(=O)N(Cc2sccc2C)C2CCS(=O)(=O)C2)cc1 (configuration not stated)	9%	20%	3%	.	.	.	1%	.	i
CCN(c1ccc(NC(=O)COC(=O)c2cc3ccccc3oc2=O)cc1)C(C)C	16%	?	6%	-1%	8%	i	-8%	-13	i

The whole of this part, from the start:
smiles	FUS suppressor	TDP43 rescue	GLP1R inv ag	aSyn rescue	GLP-1R agonist	Akt phos inh	Abeta rescue	D3 antag	PTHR1 ag
CCN1C(=O)[C@H]2[C@@H](c3ccc(-c4cccc(Cl)c4)c(OC)c3)N[C@@](CC(C)C)(C(=O)OC)[C@H]2C1=O	?	5%	7.9µM*	3%	-6%	i	-6%	?	-1%
O=C(CN1CCN(Cc2ccccc2F)C1=O)NC1CCCC1	-5%	3%	-12%	-2%	-5%	i	9%	-13	19%
COc1ccc(OC)c(C2c3c(oc4ccc(C)cc4c3=O)C(=O)N2CCCN(C)C)c1 (configuration not stated)	13%	18%	8%	.	.	.	-3%	.	10%
Cc1nc2ccc(N=NC3=C(O)CCCC3=O)cc2s1	12%	-8%	21%	0%	-6%	i	-4%	0	-8%[57.5 µM]
Cc1ccc2cc(CNC(C)(C)C)c(=O)[nH]c2c1	-8%	-9%	3%	-10%	8%	.	-5%	8	i
CCOc1ccc(C(=O)N(Cc2sccc2C)C2CCS(=O)(=O)C2)cc1 (configuration not stated)	9%	20%	3%	.	.	.	1%	.	i
CCN(c1ccc(NC(=O)COC(=O)c2cc3ccccc3oc2=O)cc1)C(C)C	16%	?	6%	-1%	8%	i	-8%	-13	i
C=CCOc1ccc(C(=O)N(Cc2ccc(N(C)C)cc2)C2CCS(=O)(=O)C2)cc1 (configuration not stated)	58%	-14%	7%	-4%	-4%	i	-22%	-14	i
O=C(CSc1nc2ccccc2c(=O)[nH]1)N1CCCCCC1	16%	-2%	36%	-4%	21%	i	-3%	-25	-16%[57.5 µM]
COc1ccc(OC)c(C(c2nnnn2Cc2ccccc2)N2CCC(C(N)=O)CC2)c1 (configuration not stated)	-18%	2%	11%	-9%	-2%	i	3%	0	-10%
CC(=O)c1ccc(Oc2nc(-c3cccnc3)nc3ccccc23)cc1	6%	?	11%	2%	8%	i	0%	24	-13%
Clc1ccccc1OCCCCN1CCCC1	2%	-12%	0%	-3%	-7%	i	-6%	-85*	-8%
CSCCC(NC(=O)c1ccco1)C(=O)NCCc1ccc(Cl)cc1 (configuration not stated)	.	-2%	-21%	-3%	-12%	i	-2%	0	i
CCc1nnc(NC(=O)CSc2n[nH]c(-c3ccccc3O)n2)s1	8%	7%	5%	4%	2%	i	-9%	-4	i
Cc1cccc(C2c3[nH]c4ccccc4c3CCN2C(=O)c2noc3c2CCCC3)n1 (configuration not stated)	28%	24%	7.1µM*	16%	17%	i	10%	-6	-33%[inhibitor]
Cc1cc(C)nc(N2CCCC(C(=O)NCCc3ccccc3F)C2)n1 (configuration not stated)	0%	-13%	-7%	1%	-8%	i	10%	9	i
CN(C)/C=C1/N=C(c2ccccc2)OC1=O	4%	-17%	38%[activator]	-1%	8%	i	12%	-15	-54%[inhibitor]
O=C(Nc1nnc(S(=O)(=O)N2CCCC2)s1)c1ccccc1Br	-16%&-7%	4%&-3%	-17%&-16%	1%	-4%	i	-8%&-2%	2	-34%&9%
CCc1c(C)sc2c1CCN(C(=O)Nc1ccccc1C(F)(F)F)C2c1ccccc1 (configuration not stated)	14%	12%	?	.	.	.	12%	.	-18%
CN(C)S(=O)(=O)c1ccc(C(=O)OCCN=C2NS(=O)(=O)c3ccccc32)cc1	-10%	11%	2%	-1%	-4%	i	5%	9	i
CCOc1ccccc1C(=O)Nc1cc(-c2nc3cccnc3s2)ccc1C	-23%	20%	0%	.	.	.	1%	.	i
O=C(O)C1=C[C@@H](c2ccccc2)C[C@@H](OCCCCO)O1	-25%	21%	12%	7%	5%	i	-9%	14	i
COc1ccccc1CNC(=O)c1cccc2c1C(=O)N(Cc1cccnc1)C2	17%	2%	42%[activator]	1%	-5%	i	-1%	-10	i
O=C(CSc1nc2ccsc2c(=O)n1NC(=O)c1ccccc1)NCc1ccco1	39%	-5%	-2%	-3%	2%	i	-1%	24	-32%[inhibitor]
Cc1cc(NC(=O)C2CC(=O)N(c3ccc(Cl)cc3)C2)no1 (configuration not stated)	-4%	-17%	-1%	-12%	12%	i	0%	2	-12%

(next part)
Fields – FUS suppressor, TDP43 rescue, GLP1R inv ag, aSyn rescue, GLP-1R agonist, Akt phos inh, Abeta rescue, D3 antag, PTHR1 ag
CC1CCCCC1NC(=S)NC(=O)c1sc2ccccc2c1Cl (configuration not stated)
    10%, 12%, 0%[0.307 µM], 1%, -37%[inhibitor], i, 16%, -6, -25%
CCOP(=O)(OCC)C(Nc1ccccc1)c1ccco1 (configuration not stated)
    -36%, 8%, -12%, -3%, 9%, i, -2%, 2, i
CCOC(=O)c1cnc2c(C)cccc2c1NCCCN1CCOCC1
    -8%, 10%, 12%, 1%, 8%, i, 4%, 1, i
O=C(NCCc1ccc(Cl)cc1)c1ccc(CS(=O)(=O)Cc2ccccc2F)o1
    -2%, ?, ?, ., ., ., 5%, ., -52%[inhibitor]
COC(=O)c1ccc2nc(C(F)(F)F)[nH]c2c1
    1%, 2%, 11%, -6%, -8%, i, -8%, 4, -23%
O=C(CSc1nnc(-c2ccco2)n1Cc1ccccc1)OC1CCCCC1
    4%, ?, 10µM*, 2%, 1%, i, -14%, -5, -21%
COc1cccc(CNC(=O)CCC(=O)n2ncc3cc(C)ccc32)c1OC
    -28%, 4%, -3%, 1%, 6%, i, -13%, 14, -18%
O=C(CCN1C(=O)c2ccccc2C1=O)Oc1ccc2ccccc2c1
    5%, -6%, 1%, -8%, -11%, i, 5%, 1, -15%[57.5 µM]
COc1cccc(CN2CCNC(=O)C2CC(=O)NCCOc2cccnc2)c1OC (configuration not stated)
    -12%, 15%, -2%, 5%, 0%, i, -1%, 12, i
CCn1c(=O)cc(NC2=NCC(C)CN2c2cccc(Cl)c2)n(C)c1=O (configuration not stated)
    -14%, ?, -3%, 5%, -2%, i, 6%, ?, -65%[inhibitor]
O=C(NCC1CCCO1)c1ccc2c(c1)S(=O)(=O)c1ccccc1C2=O (configuration not stated)
    -25%, 2%, 81%[activator], 0%, 22%, i, -9%, 42, -10%
COc1ccc(CCNC(=O)C(=O)Nc2ccc(C)c(C)c2)cc1OC
    -17%, 8%, 3%, ., ., ., 6%, ., -1%
O=C(CN1N=C(c2ccccc2)CCC1=O)NCc1cccs1
    15%, 7%, 7%[7.66 µM], -4%, 0%, i, 20%, -25, i
COc1ccccc1NC(=O)CCn1nc(-c2ccccc2OC)c2c(C)cc(C)nc21
    31%, ?, ?, 12%, -2%, ., -4%, ., -1%
CCOc1ccc(NC(=O)Cn2cc(C(=O)c3ccc(C)c(C)c3)c(=O)c3cc(F)ccc32)cc1
    -12%, 16%, 16%, ., 1%, ., -1%, ., i
NS(=O)(=O)c1ccc(CCNC(=O)C(c2ccccc2)c2ccccc2)cc1
    7%, -15%, 13%, 1%, 10%, i, -2%, -11, -27%
